ATXN2 expr inh = Primary qHTS for Inhibitors of ATXN expression | HEK-293 ATXN2-luciferase reporter, luminescence, 24 h | Potency, µM (doses to about 57 µM), inactives show at the top dose activity change, negative = inhibition, usual class: inhibitors | 0.72% of 360,000 active; further: potency means the concentration at half of the fitted maximal effect; on the % scale 0 is the no-effect control and ±100 the full control effect; nearly all actives have a fitted effect of over 55% in size
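qHTS (up to 57 uM final) was run with 24 h compound exposure of reporter cells at 37 °C. Each well was multiplexed: SteadyGlo luminescence measured ATXN2-luciferase expression after a fluorogenic Gly-Phe-AFC viability readout (25 uM final).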
ATXN viability = Viability Counterscreen for Primary qHTS for Inhibitors of ATXN expression; S2 cells (HEK-293 line with an ATXN2-luciferase reporter) viability, CellTiter-Fluor protease fluorescence, 24 h; Potency, µM (doses to about 56.7 µM), most hits filed as cytotoxic; 0.49% of 400,000 active; further: potency means the concentration at half of the fitted maximal effect; nearly all actives have a fitted effect of over 40% in size
MCF10A rereplic = A quantitative high throughput screen for small molecules that induce DNA re-replication in MCF 10a normal breast cells; MCF 10A DNA re-replication, Hoechst nuclear intensity, 48 h; Potency, µM (highest dose often 46.1 µM), for inactives: top-dose activity, positive = re-replication, usual class: activators; 2.9% of 350,000 active; AID 624296, 2012; further: potency means the concentration at half of the fitted maximal effect; % of control where 0% means no effect; nearly all actives have a fitted effect of over 50% in size
IL1B secr inh = qHTS for Inhibitors of Inflammasome Signaling: IL-1-beta AlphaLISA Primary Screen; THP-1 LPS/ATP IL-1B secretion, AlphaLISA, 16 h; active compounds read low; activity change, % at 57.5 µM; 4.7% of 360,000 active; AID 743279, 2014; in the data active means activity change below about -50%; inconclusive means mostly about -30% to -49%; further: on the % scale 0 is the no-effect control and ±100 the full control effect
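THP-1 cells pretreated 1 hr with compounds (up to 57.5 uM final), then stimulated with LPS (250 ng/mL final) plus ATP (1.25 mM final); secreted IL-1B measured by AlphaLISA after 16 hr, decreased signal indicating inhibition.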
Nrf2 activator = qHTS of Nrf2 Activators; 0.31% of 410,000 active; AID 624171, 2012; Potency, µM (series often up to 46.1 µM), for the others: top-dose activation, most hits filed as activators; AREc32 ARE-luciferase reporter (MCF7-derived line), luminescence, 24 h; further: potency means the concentration at half of the fitted maximal effect; % of control where 0% means no effect; nearly all actives have a fitted effect of over 65% in size
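AREc32 cells carrying an ARE-driven firefly luciferase reporter were seeded at 1000 cells/well in OPTI-MEM with 5% FBS, then exposed to compound for 24 hr at 37 deg C. Luminescence was read with Steady-Glo after 30 min at RT.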
HepG2 tox = qHTS for Inhibitors of TGF-b: Cytotox Counterscreen | HepG2 CAGA-GFP viability, ATP luminescence, 18 h | Potency, µM (titrated, usually from 46.1 µM), inactives show top-dose activity change, negative = cytotoxicity, hits mostly cytotoxic | 0.76% of 410,000 active; further: potency means the concentration at half of the fitted maximal effect; some results filed as inactive show a strong effect at the top dose
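HepG2 CAGA-GFP cells (1000/well, DMEM with 1% FBS) received compound, then TGF-beta at 500 pg/mL final, and were incubated 18 hours at 37 degrees C. Viability was read by CellTiter-Glo luminescence. Media-only wells were set as complete cell-killing and DMSO as no toxicity.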
Nrf2 inh = Nrf2 qHTS screen for inhibitors; 2.1% of 360,000 active; A549 ARE-Fluc reporter, luciferase luminescence, 18-24 h; Potency, µM (series often up to 46 µM), inactives show at the top dose activity change, negative = inhibition, hits mostly inhibitors; further: potency means the concentration at half of the fitted maximal effect; on the % scale 0 is the no-effect control and ±100 the full control effect; nearly all actives have a fitted effect of over 60% in size
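In this cell-based qHTS, ARE-driven firefly luciferase in A549 cells reports Nrf2 activity; the luminescent signal after BugLite lysis is the measured value, with a prior CellTiter-Fluor read for cell health.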
A549 tox = Nrf2 qHTS screen for inhibitors: counterscreen for cytotoxicity; A549 ARE-Fluc cells, CellTiter-Fluor viability, 18-24 h; Potency, µM (titrated, usually from 46 µM), without a hit: at the top dose activity change, negative = cytotoxicity, most hits filed as inhibitors; 0.16% of 390,000 active; further: potency means the concentration at half of the fitted maximal effect; on the % scale 0 is the no-effect control and ±100 the full control effect
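A549 ARE-Fluc cells in 5% FBS OPTI-MEM, 5000 cells/well, rested 2 h then exposed to compounds in concentration-response for 18-24 h at 37 °C. Viability by CellTiter-Fluor fluorescence (Ex 405/Em 525) after 30 min; luciferase luminescence (BugLite, 15 min, RT) read afterwards.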
TGFb inhibitor = qHTS for Inhibitors of TGF-b; 1.2% of 410,000 active; Potency, µM (doses to about 46.1 µM), for the others: top-dose activity, negative = inhibition, hits mostly inhibitors; HepG2 CAGA-GFP TGF-b/SMAD3 reporter, GFP fluorescence, 18 h; TGF-beta stimulated, 500 pg/mL final; further: potency means the concentration at half of the fitted maximal effect; on the % scale 0 is the no-effect control and ±100 the full control effect; nearly all actives have a fitted effect of over 65% in size
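Read-out: total well GFP (ex488/em500-530) summed from mean per-cell fluorescence. Cells: HEPG2 CAGA-GFP, 1% FBS DMEM, 18 h at 37 degrees C with 500 pg/mL final TGF-beta. Unstimulated wells served as the full-inhibition control; stimulated DMSO wells = 0%.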
* = called active by the depositor; i = inactive; u = inconclusive; x = no result given; & = joins results of further samples. Unless noted, the call rests on the fitted dose curve; in most records, active means well fitted curve in the direction sought with a large enough effect; inconclusive means small, poorly fitted or top-dose-only effect, or another doubt; inactive means no such curve, though single readings can be large; an effect the other way counts as inactive or inconclusive.

SMILES | ATXN2 expr inh | ATXN viability | MCF10A rereplic | IL1B secr inh | Nrf2 activator | HepG2 tox | Nrf2 inh | A549 tox | TGFb inhibitor
COc1ccc(CN(C)C(=O)C2CC(=O)N(c3ccc4c(c3)OCCO4)C2)c(OC)c1 (stereo not given) | -16.3% | i | 8.8% | -10.5 | 0.1% | -21.3% | u | -5.2% | -0.5%
COc1ccccc1C(=O)N/C(=C/c1ccc(Br)cc1)C(=O)NCCO | 2.4% | i | -6.7% | -0.3 | 0.0% | 0.0% | 5.7% | 18.2% | 4.0%
CCCn1c(CCc2ccccc2)n[nH]c1=S | -11.0% | i | 4.7% | -7.8 | 0.2% | -9.9% | u | -1.1% | -1.7%
CC(=O)NCCc1nc2ccccc2n1Cc1cc(C)ccc1C | 3.6% | i | 20.8% | 57.5 | 0.1% | -11.8% | u | -1.9% | -23.4%
Cc1cccc2cc(CN(CC3CCCO3)C(=O)c3ccco3)c(=O)[nH]c12 (stereo not given) | 6.5% | i | -2.4% | 3.3 | 0.3% | -1.5% | u | 0.3% | -9.7%
COC(=O)COc1ccc(S(=O)(=O)NCCC2=CCCCC2)cc1C | 1.5% | i | 0.8% | 22.9 | -0.7% | -31.0% | 4.1% | 17.3% | -5.8%
CCc1ccc(N(C(=O)c2csnn2)C(C(=O)NC(C)(C)CC)c2ccccn2)cc1 (stereo not given) | x | i | -3.8% | 26.3 | 0.5% | -13.4% | 12.4% | 6.1% | 0.8%
Cn1c(SCC(=O)NC2CCCCC2)nnc1-c1ccccc1F | 0.6% | i | -20.3% | -2.3 | 0.0% | -20.0% | 4.2% | -0.2% | -9.1%
CCc1nonc1NC(=O)c1oc2cc(Br)ccc2c1C | 17.0% | i | 3.9% | -14.3 | 0.4% | -10.6% | -1.6% | 2.9% | -5.2%
CC1C=CC=CC=CC=CC=CC=CC=CC(OC2OC(C)C(O)C(N)C2O)CC2OC(O)(CC(O)CC(O)C(O)CCC(O)CC(O)CC(=O)OC(C)C(C)C1O)CC(O)C2C(=O)O (stereo not given) | -5.0% | u | 3.26µM* | 62.7 | -0.2% | 0.0% | u | u | u
COc1ccc(/C=C2/SC(=S)N(CCCC(=O)N3CCN(C)CC3)C2=O)cc1 | -27.3% | x | u | i | 19.0% | -9.3% | -0.4% | u | u
COc1ccc(C2C(C(C)=O)=C(O)C(=O)N2c2cccnc2)cc1OC (stereo not given) | 1.3% | i | 1.3% | -3.0 | -0.2% | -2.0% | -3.0% | -3.1% | 0.4%
Cc1ccccc1CNC(=O)CCCn1c(=O)c2cccn2c2ccccc21 | x | x | x | x | 1.9% | -11.8% | 11.0% | 9.8% | u
CCCCCC(O)(c1ccccc1)C(CN1CCOCC1)c1ccccc1 (stereo not given) | -23.5% | i | u | -10.5 | 2.4% | -24.3% | 2.4% | 7.4% | u
Cc1noc(NS(=O)(=O)c2ccc(NC(=O)c3ccccc3NS(=O)(=O)c3ccc(F)c(F)c3)cc2)c1C | 7.5% | i | -1.0% | 47.1 | -1.3% | 11.4% | 7.4% | -1.6% | 9.4%
Cn1ccc2cc(S(=O)(=O)N3CCCC(C(=O)NCc4ccccc4F)C3)ccc21 (stereo not given) | -8.2% | i | x | x | 0.4% | -7.6% | x | 4.7% | u
CC(C)/C=N\NC(=O)CCCCC(=O)N/N=C/C(C)C | -29.0% | i | 2.5% | 21.7 | -0.4% | 1.0% | 11.9% | 12.1% | -28.1%
COc1cccc(/C=N/c2nc3ccccc3[nH]2)c1O | x | i | 6.0% | -12.3 | 3.1% | -3.4% | u | 0.5% | 6.4%
CSc1nsc(SCC(=O)Nc2ccc(Br)cn2)n1 | 27.0% | i | 14.2% | 0.0 | 11.0% | -24.1% | x | 3.4% | u
CC(=O)NC(CC(=O)OCC(=O)NCCc1ccccc1)c1ccccc1 (stereo not given) | 7.0% | i | -1.7% | 9.5 | 0.1% | -8.3% | 0.9% | -1.8% | u
O=C(Nc1cccn(Cc2ccc(F)cc2)c1=O)NC1CCCCC1 | -9.2% | i | 19.8% | -5.5 | 5.2% | -18.9% | u | -7.5% | -7.6%
Cc1ccc(C)c(-c2nnc(NC(=O)CCS(=O)(=O)c3ccccc3)o2)c1 | -12.7% | i | u | 5.9 | 5.3% | 0.0% | -8.8% | 0.6% | -13.1%
Cc1cccc(N(C)C(=O)c2cc(S(=O)(=O)N3CCCC3)cn2C)c1 | -10.3% | i | 13.4% | -9.2 | -0.4%&-0.7% | -3.2%&-15.6% | -12.7%&-11.1% | -4.3%&3.9% | u
CC1=C(C(=O)OC(C)C)C(c2ccc(Cl)cc2)n2c(sc(=Cc3ccc(OCC(=O)O)cc3)c2=O)=N1 (stereo not given) | -26.2% | u | x | -18.9 | 0.0% | -14.2% | x | x | 10.0%
Cc1ccc(NC(=O)CCn2cccc2)cc1C | 6.1% | i | 9.3% | 3.9 | 0.0% | -0.7% | 1.8% | 3.6% | -18.4%

Continued (three carried over from the part before).
SMILES | ATXN2 expr inh | ATXN viability | MCF10A rereplic | IL1B secr inh | Nrf2 activator | HepG2 tox | Nrf2 inh | A549 tox | TGFb inhibitor
Cc1cccc(N(C)C(=O)c2cc(S(=O)(=O)N3CCCC3)cn2C)c1 | -10.3% | i | 13.4% | -9.2 | -0.4%&-0.7% | -3.2%&-15.6% | -12.7%&-11.1% | -4.3%&3.9% | u
CC1=C(C(=O)OC(C)C)C(c2ccc(Cl)cc2)n2c(sc(=Cc3ccc(OCC(=O)O)cc3)c2=O)=N1 (stereo not given) | -26.2% | u | x | -18.9 | 0.0% | -14.2% | x | x | 10.0%
Cc1ccc(NC(=O)CCn2cccc2)cc1C | 6.1% | i | 9.3% | 3.9 | 0.0% | -0.7% | 1.8% | 3.6% | -18.4%
COc1cccc(N2C(=O)CC(c3c[nH]c4ccccc34)C2=O)c1 (stereo not given) | -17.3% | i | -1.9% | 34.1 | 0.6% | -17.6% | 7.3% | -4.3% | 2.1%
CC1CCCN(C(=O)COC(=O)C2CCN(S(=O)(=O)c3ccc4c(c3)OCCO4)CC2)C1 (stereo not given) | -1.1% | i | -0.9% | 10.2 | -0.4% | -77.3% | 2.4% | -0.5% | 0.7%
C=CCC1C=C(Cc2ccccc2)CC(CC=C)N1 (stereo not given) | -25.7% | i | 13.2% | -3.3 | 0.2% | -33.8% | -5.0% | -1.5% | -5.4%
O=C(COCc1cc(-c2ccc3c(c2)OCO3)on1)Nc1cccnc1 | -1.3% | i | 0.0% | -3.6 | 0.7% | 7.5% | -15.1% | 1.5% | -2.8%
COc1ccc(-c2cnc(C)o2)cc1S(=O)(=O)Nc1c(C)cc(C)cc1C | -17.4% | u | x | x | 3.6% | -21.0% | x | -4.9% | -31.7%
CN(C(=O)c1ccccc1C(=O)OCC(=O)NCc1ccccc1)C1CCCCC1 | x | i | -5.3% | -12.4 | -0.5% | -12.8% | 3.0% | 12.4% | -9.3%
Cc1sc2nc(C3CC3)nc(N3CCN(C(=O)c4ccc(F)cc4)CC3)c2c1C | u | i | u | -60.2* | 4.3% | -1.8% | u | -10.2% | u
CCCCN1CC[C@H]2C=CC[C@@H](C(=O)NCCc3ccccc3)[C@H]2C1=O | 7.0% | i | 7.0% | -4.0 | -0.8% | 2.4%&10.1% | u | -2.0% | -14.8%&-2.5%
CCN(CC)S(=O)(=O)c1ccc(/C(O)=C(\C#N)c2nc3ccccc3n2C)cc1 | -16.7% | i | -0.8% | u | 0.2% | -42.5% | u | -21.4% | u
Cc1cc(C(C)(C)C)cc(S(=O)(=O)NCCO)c1C | 1.6% | i | -1.4% | -6.3 | -0.6% | -14.5% | u | -4.5% | 0.0%
COc1ccc(N2CCN(C(=O)CCc3c[nH]c4ccccc34)CC2)cc1 | -9.5% | i | 1.1% | 16.1 | 0.0% | -5.6% | -24.9% | 2.3% | -6.8%
CCN(CC)CCN(C(=O)c1ccc(N2C(=O)CCC2=O)cc1)c1nc2cc3c(cc2s1)OCCO3 | x | i | 11.0% | 4.2 | 0.0% | -1.9% | 12.2% | 1.3% | -14.4%
COc1cc(/C=C/C(=O)N2CCC=CC2=O)cc(OC)c1OC | 10µM* | 10µM* | 8.2µM* | -102.6* | u | -89.9% | u | u | u
CCn1cc(CNC(=O)c2cc(-c3cc(OC)ccc3OC)nc3ccccc23)c(C)n1 | 2.0% | u | -1.4% | 5.0 | 2.0% | -1.2% | -8.1% | -6.5% | 0.0%
CC1(C)N=C(N)N=C(N)N1c1ccc(F)cc1F | -20.7% | i | 9.4% | 4.8 | -0.7% | -2.1% | x | -0.1% | 4.4%
Cc1ccc(O)c(C2=NNC(O)(C(F)(F)F)C2)c1 (stereo not given) | 0.2% | i | 4.3% | -9.0 | 7.7% | -45.0% | u | -13.5% | u
CCOC(=O)/C(=C\C=C\c1ccccc1)NC(=O)c1ccccc1 | 3.1% | i | -2.8% | -89.9* | 6.1% | -15.4% | 9.2µM* | -14.7% | 8.4%
Cc1cc([N+](=O)[O-])nn1CC(=O)NNC(=S)Nc1ccc(F)cc1 | 0.4% | i | -8.7% | 57.3 | 0.0% | -2.2% | 0.0% | 0.0% | 0.0%

An excerpt from above in order of formula weight, highest first:
SMILES | ATXN2 expr inh | ATXN viability | MCF10A rereplic | IL1B secr inh | Nrf2 activator | HepG2 tox | Nrf2 inh | A549 tox | TGFb inhibitor
CCN(CC)CCN(C(=O)c1ccc(N2C(=O)CCC2=O)cc1)c1nc2cc3c(cc2s1)OCCO3 | x | i | 11.0% | 4.2 | 0.0% | -1.9% | 12.2% | 1.3% | -14.4%
O=C(COCc1cc(-c2ccc3c(c2)OCO3)on1)Nc1cccnc1 | -1.3% | i | 0.0% | -3.6 | 0.7% | 7.5% | -15.1% | 1.5% | -2.8%
COc1cccc(N2C(=O)CC(c3c[nH]c4ccccc34)C2=O)c1 (stereo not given) | -17.3% | i | -1.9% | 34.1 | 0.6% | -17.6% | 7.3% | -4.3% | 2.1%

From PubChem BioAssay
